Vif-A3G inh = blocks the Vif interaction with human APOBEC3G | HeLa A3G-eYFP + Vif (tagged APOBEC3G with the HIV-1 protein that degrades it), YFP fluorescence, overnight | Potency, µM (doses to about 46.1 µM), inactives show at the highest dose activity, negative = active, usual class: inhibitors | Q9HC16 | 0.076% of 410,000 active;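 further: potency means the concentration at half of the fitted maximal effect; on the % scale 0 is the no-effect control and ±100 the full control effect; nearly all actives have a fitted effect of over 60% in size; hits raise eYFP signal because A3G escapes Vif-driven loss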
Target sequence (Q9HC16 whole entry, looked up): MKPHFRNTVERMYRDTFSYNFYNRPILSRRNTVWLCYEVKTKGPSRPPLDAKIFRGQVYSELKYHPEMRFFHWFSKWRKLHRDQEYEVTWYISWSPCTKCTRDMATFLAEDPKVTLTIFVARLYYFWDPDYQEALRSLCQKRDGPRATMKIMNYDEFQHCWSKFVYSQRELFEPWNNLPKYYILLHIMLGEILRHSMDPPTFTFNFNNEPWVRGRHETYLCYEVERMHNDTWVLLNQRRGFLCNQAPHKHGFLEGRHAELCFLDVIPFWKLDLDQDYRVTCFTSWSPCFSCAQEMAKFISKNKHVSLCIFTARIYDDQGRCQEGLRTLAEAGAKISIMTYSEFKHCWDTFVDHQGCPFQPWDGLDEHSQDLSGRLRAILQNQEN
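Read-out is eYFP fluorescence (Ex 488/Em 500-530) from Vif-expressing HeLa A3G-eYFP cells; more signal means A3G escaped Vif-mediated degradation. Cells plated overnight, compound pinned in, incubated overnight at 37 deg C.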
RXFP1 ag = RXFP1 (human) receptor agonism. Potency, µM (highest dose often 57.5 µM), inactives show at the top dose activation, hits mostly activators. 0.3% of 370,000 active. HEK293T-RXFP1 cAMP TR-FRET, 30 min; response scale: percent of porcine relaxin response, buffer zero. Q9HBX9; further: potency means the concentration at half of the fitted maximal effect; on the % scale 0 is the no-effect control and ±100 the full control effect; nearly all actives have a fitted effect of over 60% in size; many of its hits are not listed in these tables
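HEK293 cells stably expressing RXFP1, treated 30 min at 37C with compounds plus PDE4 inhibitor Ro 20174; cAMP measured by HTRF TR-FRET. Normalized to buffer and 29 nM porcine relaxin; EC50 by Hill fit.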
LDHA block = blocks human lactate dehydrogenase A. 0.15% of 480,000 active. purified LDHA, NADH/diaphorase-resazurin fluorescence; stronger effect = lower value. P00338. activity change, % (values are at about 110 or 230 µM). AID 1347041; in the data active means activity change below about -30%; inconclusive means mostly about -25% to -30%;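 further: plate controls were DMSO wells for no effect and wells without enzyme for full effect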
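Enzyme activity of human lactate dehydrogenase 5 (2 nM; 0.06 mM NADH, 0.2 mM pyruvate, 5 min, RT) is measured via a resazurin/diaphorase fluorescence readout of residual NADH.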
Vif-APOBEC3F blk = Vif-A3F binding inhibition. HeLa A3F-eYFP + Vif (tagged APOBEC3F with the HIV-1 protein that degrades it), YFP fluorescence increase. Potency, µM (top dose mostly 46.1 µM), inactives show at the top dose activity, negative = active. 0.2% of 390,000 active. AID 602313; further: potency means the concentration at half of the fitted maximal effect; % of control where 0% means no effect; nearly all actives have a fitted effect of over 65% in size
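HeLa cells stably expressing A3F-eYFP plus Vif, plated and incubated overnight at 37 deg C, then exposed to compounds overnight at 37 deg C. Blocked degradation read as raised yellow fluorescence (Ex 488/Em 500-530).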
D2 potentiator = D2 dopamine receptor (human) potentiation. HEK293 T-REx D2, calcium flux, EC20 dopamine potentiation. P14416. AID 485347. potentiation, % at 10 µM. 0.34% of 340,000 active;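 active means potentiation over 3 SD above the plate norm, cut at about 30% in these data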; further: 0% is about no effect
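Calcium flux readout, no-wash dye, 1 read/s. Inducible HEK293 Trex D2 line, overnight 30 C. Compound alone 180 s (agonist flags), then EC20 dopamine, another 180 s to score potentiation.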
D1 antagonist = blocks dopamine activation of the human D1 receptor; P21728; HEK293 TREx D1 cells, calcium flux, dopamine EC80; stronger effect = lower value; 3.2% of 360,000 active; AID 504652; activity change, negative = inhibition, % at 10 µM; in the data active means activity change below about -30%; further: on the % scale 0 is the no-effect control and ±100 the full control effect
Target sequence (P21728 whole entry, looked up): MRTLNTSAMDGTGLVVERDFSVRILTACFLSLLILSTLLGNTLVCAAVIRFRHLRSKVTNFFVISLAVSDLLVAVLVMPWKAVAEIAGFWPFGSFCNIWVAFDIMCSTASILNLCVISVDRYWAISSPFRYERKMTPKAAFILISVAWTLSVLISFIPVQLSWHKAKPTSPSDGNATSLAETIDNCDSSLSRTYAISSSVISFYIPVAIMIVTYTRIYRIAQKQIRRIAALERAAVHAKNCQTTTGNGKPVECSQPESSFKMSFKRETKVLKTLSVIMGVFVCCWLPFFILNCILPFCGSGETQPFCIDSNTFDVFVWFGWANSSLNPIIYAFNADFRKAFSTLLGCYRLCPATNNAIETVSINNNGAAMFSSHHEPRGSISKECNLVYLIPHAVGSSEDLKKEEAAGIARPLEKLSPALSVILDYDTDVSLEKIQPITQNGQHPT
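Compound effects on dopamine-evoked calcium signalling were measured in tetracycline-induced HEK293 Trex D1 cells. Dopamine at EC80 followed a 180 s compound pre-read, and fluorescence was tracked kinetically for 180 s more.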
D1 agonist = activates the human D1 dopamine receptor; HEK293 T-REx D1 cells, calcium flux, agonist mode; activation, % at 2 µM; 1% of 360,000 active; AID 504660; in the data active means activation above about 30%; further: 0% is about no effect
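Inducible HEK293 T-REx D1 cells, force-coupled to calcium signalling, were plated at 4000 cells/well with tetracycline and held overnight at 30 C. After no-wash calcium dye loading, compound-evoked calcium rise over 180 s flagged agonists.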
Glioma ERSR ind = induces the endoplasmic reticulum stress response in human glioma cells. U87-MG GRP78 promoter luciferase reporter, 16 h. Potency, µM, for the others: at the top dose activation, actives largely listed as activators. 0.02% of 420,000 active. AID 602332; further: potency means the concentration at half of the fitted maximal effect; series mostly up to about 76 µM; % of control where 0% means no effect; nearly all actives have a fitted effect of over 35% in size
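Stably transfected U87-MG human glioma cells carrying a GRP78-based luminescent sensor were seeded at 1000 cells/well, pin-dosed with compounds and incubated 16 h. Luciferase reagent was then added, and end-point luminescence was read after 10 min at room temperature.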
D1 PAM = potentiators of human D1 dopamine receptor | P21728 | HEK293 TREx D1 cells, calcium flux, dopamine EC20 potentiation | potentiation, % at 10 µM | 0.036% of 360,000 active; in the data active means potentiation above about 30%; further: 0% is about no effect
Numbers without * were called inactive; ? = inconclusive; . = no result given; & = joins results of further samples; ! = not active in a repeat. Unless noted, the call rests on the fitted dose curve; in most records, active means well fitted curve in the direction sought with a large enough effect; inconclusive means small, poorly fitted or top-dose-only effect, or another doubt; inactive means no such curve, though single readings can be large; an effect the other way counts as inactive or inconclusive. Only part of the results is shown; rates above refer to the full screens.

SMILES	Vif-A3G inh	RXFP1 ag	LDHA block	Vif-APOBEC3F blk	D2 potentiator	D1 antagonist	D1 agonist	Glioma ERSR ind	D1 PAM
C=CCN1C(=O)C(O)(CC(=O)c2ccc(Cl)cc2)c2ccccc21 (configuration not stated)	-1%	-1.0%	5	-8%	-24	-2	2	1%	1
CCOC(=O)C1=C(C)NC(=O)NC1c1ccc(NC(C)=O)cc1 (configuration not stated)	0%	0.5%	-5	-13%	5	-10	1	-4%	1
COc1cc2ncnc(NCc3ccccc3)c2cc1OC	-1%	2.6%	3	-1%	-11	-2	2	-4%	-8
Cc1cc(=O)oc(C)c1C(=O)NNC(=O)C1(C)CC1Br (configuration not stated)	2%	0.6%	-7	1%	4	-6	3	-3%	1
Cc1ccc(C)c(S(=O)(=O)NNC(=O)c2sc(NS(=O)(=O)c3ccccc3)nc2C)c1	0%	0.3%	3	13%	-3	0	5	-1%	-2
COc1ccc(S(=O)(=O)N(CC(=O)NCCSc2ccccc2)c2ccc(C)cc2)cc1	4%	-1.3%	-4	-3%	-26	3	32*	-2%	-2
Cc1cccc(NC(=O)CSc2nnc(CCNC(=O)OC(C)(C)C)o2)c1C	1%	2.5%	-6	-2%	9	-16	0	-3%	-5
Cc1c(C(C)(C)C)s/c(=N/S(=O)(=O)c2ccccc2)n1C	1%	-1.7%	-12	-4%	-8	-35*	0	1%	-9
Cc1cc(C(=O)COC(=O)c2cccc(S(=O)(=O)N(C)C)c2)c(C)n1CC1CCCO1 (configuration not stated)	-2%	2.2%	-2	1%	9	3	7	-1%	-3
O=C(O)CCCN1C(=O)/C(=C/c2ccncc2)SC1=S	-12%	0.8%	18	14%	-5	3	0	-12%	-3
CCOc1ccc(C(=O)CN2CCN(S(=O)(=O)c3ccc(Br)cc3)CC2)cc1	-1%	1.7%	1	6%	2	1	4	-3%	-7
Cc1ccc(Cn2c(SCC(=O)N/N=C/c3ccccc3OCC(=O)O)nc3ccccc32)cc1	-2%	-1.9%	-9	2%	14	-10	1	1%	2

Some of the entries so far, with two lines to a compound.
Sequence of screens: Vif-A3G inh, RXFP1 ag, LDHA block, Vif-APOBEC3F blk, D2 potentiator, D1 antagonist, D1 agonist, Glioma ERSR ind, D1 PAM
> CCOc1ccc(C(=O)CN2CCN(S(=O)(=O)c3ccc(Br)cc3)CC2)cc1
    -1%, 1.7%, 1, 6%, 2, 1, 4, -3%, -7
> Cc1c(C(C)(C)C)s/c(=N/S(=O)(=O)c2ccccc2)n1C
    1%, -1.7%, -12, -4%, -8, -35*, 0, 1%, -9
> Cc1cc(C(=O)COC(=O)c2cccc(S(=O)(=O)N(C)C)c2)c(C)n1CC1CCCO1 (configuration not stated)
    -2%, 2.2%, -2, 1%, 9, 3, 7, -1%, -3
> COc1cc2ncnc(NCc3ccccc3)c2cc1OC
    -1%, 2.6%, 3, -1%, -11, -2, 2, -4%, -8

New compounds follow.
SMILES	Vif-A3G inh	RXFP1 ag	LDHA block	Vif-APOBEC3F blk	D2 potentiator	D1 antagonist	D1 agonist	Glioma ERSR ind	D1 PAM
COc1cc(/C=N/N2CCN(Cc3ccc(Cl)cc3)CC2)cc(Br)c1O	0%	-5.8%	5	-6%	-15	5	3	-2%	11
O=C(Nc1ccc(O)c2c(=O)cc(-c3cccc(Cl)c3)oc12)c1ccc(F)cc1	-1%	0.2%	-7	7%	-6	-17	2	-1%	-7
COc1ccccc1C(=O)Nc1cc(Cl)ccc1-n1cncn1	-7%	-1.1%	-2	-10%	-2	-17	2	0%	-5
CN(C)S(=O)(=O)n1cc(/C=C(\NC(=O)c2ccccc2)C(=O)NCCN2CCOCC2)c2ccccc21	4%	-2.7%	-3	-17%	-19	1	0	-3%	-5
O=C(Cn1c(=O)sc2ccccc21)NCc1ccccn1	2%	0.1%	-4	-3%	2	3	-2	1%	1
OCCNc1nc(N2CCCC2)nc(N2CCCC2)n1	0%	-0.9%	-5	-7%	-2	6	-4	-3%	3
COc1cccc(-c2nn(-c3ccccc3)cc2CNC(C)Cn2cncn2)c1 (configuration not stated)	-1%	5.7%	-8	4%	-12	-10	4	0%	-4
CCOc1cc(/C=C2/N=C(c3ccc4c(c3)OCO4)OC2=O)ccc1OC(C)=O	-4%	-0.1%	1	10%	-3	-9	1	5%	-5
O=C(Cn1ncc2c([nH]c3ccccc32)c1=O)Nc1cc(F)ccc1F	-3%	2.3%	-13	-5%	-8	-4	2	-2%	3
CC1CCN(CCC(=O)N2CCCc3c2c(=O)oc2ccc(O)cc32)CC1	-1%	0.2%	13	-2%	-21	12	4	-6%	-6
CCOC(=O)c1sc(=S)n(-c2ccccc2)c1NC(C)=O	0%	6.2%	-9	-7%	-7	3	1	-7%	4
CCOC(=O)c1noc2ncnc(N3CCN(c4cccc(C(F)(F)F)c4)CC3)c12	6%	-0.8%	4	10%	-9	-11	9	-2%	-5
Cc1ccc(Cl)cc1NC(=O)Cn1cc(C(F)(F)F)cc(Cl)c1=O	-4%	0.0%	-4	2%	8	9	3	-4%	5
O=C(O)CCC(=O)N1N=C(c2ccco2)CC1c1cccs1 (configuration not stated)	-4%	4.9%	2	-3%	-7	-7	2	0%	-3
COc1cccc(-n2c(=O)c3sc4ccccc4c3n(CC(=O)Nc3ccccc3OC)c2=O)c1	-5%	18%	-8	-27%	-1	-6	8	0%	-3
CC1CCN(CCCn2c(=S)[nH]c3c(sc4ccc([N+](=O)[O-])cc43)c2=O)CC1	2%	0.9%	-3	-11%	-13	0	4	-7%	0
CCOCCCNC(=O)Cn1nc(Cc2ccncc2)c2ccccc2c1=O	-1%	7.3%	-6	2%	-6	-3	2	-3%	-8
CCCCc1ccc(NC(=S)NN2CCOCC2)cc1	1%	-2.0%	-11	-7%	27	-22	9	12%	-8
CCC(=O)Nc1ccc(C(=O)NNC(=O)CCCCC(=O)NNC(=O)c2ccc(NC(=O)CC)cc2)cc1	1%	.	-2	?	.	.	.	-2%	.
CCN(CC)CCCNc1nc(-n2nc(C)cc2C)nc2sc3c(c12)CC(C)(C)OC3	3%	3.3%	3	10%	-6	9	1	5%	-9
NS(=O)(=O)c1ccc(N2C(=O)C(=O)/C(=C(/O)c3ccccc3)C2c2ccc(Cl)cc2)cc1 (configuration not stated)	5%	6.5%	-1	?	14	-2	5	-2%	-7
Cc1cc(C(=O)Nc2ccccc2N2CCCCC2)no1	0%	-2.2%	-8	5%	7	15	4	-1%	4
O=C(c1cccc(S(=O)(=O)N2CCCC2)c1)c1nnc(-c2ccncc2)o1	0%	14%	-1	-9%	-1	16	3	6%	-6
Cc1ccccc1CN1C(=O)c2ccccc2Sc2ccc(C(=O)NCCCN3CCOCC3)cc21	0%&0%	-0.2%&0.3%	-1&-1	-5%&-16%	10&7	-12&-10	54*!	-5%&-1%	-5&0
CCc1ccc2nc(N(CCCN(C)C)C(=O)c3ccc(S(=O)(=O)N4CCCC4)cc3)sc2c1	-1%	0.0%	0	-8%	-7	6	15	-8%	-7
CCn1c(=O)c(=O)[nH]c2c(=O)oc3ccc(S(=O)(=O)Nc4ccc(OC)cc4)cc3c21	1%	3.0%	-2	-2%	6	0	2	-3%	15
Cc1cc(Cl)cc(C)c1OCCn1ccnc1	-2%	0.1%	-4	-19%	3	-4	3	-8%	3
CCN1C(=O)[C@H]2[C@H]3CN=C(SCc4ccccc4)N3[C@@](C)(C(=O)OC)[C@H]2C1=O	1%	.	-4	8%	.	.	.	-2%	.
CCOC(=O)c1nnc2c(Br)c(-c3ccccc3)nn2c1C	2%	-4.1%	-5	-1%	6	-3	0	-1%	-1
Cc1ccc(CCNc2ncnc3onc(C)c23)cc1	5%	0.6%	-1	-2%	-4	-36*	22	-3%	-8
COc1ccc(S(=O)CC(=O)Nc2ccc(Cl)cc2Cl)cc1 (configuration not stated)	0%	0.5%	-1	-2%	6	-17	-1	-3%	-4
COc1ccc(CCNC(=O)COC(=O)c2ccc[nH]c2=O)cc1	-4%	-0.5%	0	-8%	-6	.	0	-4%	0
CCC(C(=O)NC1CCCC1)N(Cc1ccco1)C(=O)Cn1nnc(-c2ccc(C)cc2)n1 (configuration not stated)	-5%	-0.7%	-3	2%	.	-1	24	-1%	-10
CCCn1c(N)c(C(=O)CN(C)CC(=O)Nc2cc(C)ccc2C)c(=O)[nH]c1=O	0%	-0.3%	-5	11%	-1	-17	1	-4%	-4
O=C(COc1ccc(Cl)cc1)N(Cc1ccco1)C1CCS(=O)(=O)C1 (configuration not stated)	2%	-0.4%	-5	12%	-2	8	1	-2%	-4
CC12CN3CC(C)(CN(C1)C3c1ccc(Br)cc1O)C2 (configuration not stated)	0%	1.7%	0	5%	-22	9	1	-1%	5
C=CCNC(=S)N1CCC2CC1c1c(Cl)cccc12 (configuration not stated)	1%	.	-2	-1%	.	.	.	8%	.
CC1(C)CC(=O)C(C=NCc2ccc3c(c2)OCO3)=C(O)C1	1%	0.0%	4	0%	1	8	1	2%	1
CCOc1ccccc1N1CCN(CC(=O)Nc2ccccc2C(=O)NC2CC2)CC1	-3%	1.9%	-23	12%	-21	3	2	-4%	-5
COCCCNC(=O)c1ccc([N+](=O)[O-])c(Cl)c1	-5%	1.1%	-9	7%	8	9	5	-4%	-3
Cc1cccc(Cc2c(C)nc3nc(SCC(=O)NCc4ccc(F)cc4)nn3c2C)c1	-16%	-0.8%	4	-1%	-7	-5	11	-5%	0
Cc1nc(Cl)c(S(N)(=O)=O)c(C)c1Cl	3%	5.3%	-4	5%	3	-2	2	-5%	-9
CCN(CC(=O)Nc1ccc(N2CCOCC2)cc1)C(=O)c1ccc(C(F)(F)F)cc1	-3%	-0.2%	-7	1%	0	0	2	-2%	0
CN(C(=O)c1cc2c(=O)n3ccccc3nc2s1)C1CCCCC1	0%	.	0	-16%	.	.	.	-4%	.
CCN(CC)c1ccc(/C=N/n2c(C)cc(C)cc2=O)cc1	-2%	0.7%	-1	-1%	11	2	1	1%	-8
Nc1ccc(N2CCCCC2)c(S(=O)(=O)Nc2ccccc2Cl)c1	-3%	2.6%	9	-3%	4	-1	3	7%	-2
